Shiga inhibitor – Shiga toxin inhibition | Vero cells, Shiga toxin protein synthesis inhibition reporter | inhibition, % at 38.7 µM | 290,000 tested, 9.2% active | AID 2315; in the data active = inhibition mostly above about 28%, no sharp cut-off; inactive = mostly below about 43%; also: 0% is about no effect
FBPA Giardia inh – Giardia lamblia aldolase inhibition. A8B2U2. purified Giardia FBPA. Potency, µM (titrated, usually from 59.6 µM), without a hit: at the highest dose activity, negative = inhibition, hits mostly inhibitors. 290,000 tested, 0.71% active. AID 2451; also: potency is read from the fitted curve at half-maximal effect; % is scaled to controls: 0 for no effect and ±100 for the full control effect; nearly all actives have a fitted effect of over 55% in size
Target sequence (A8B2U2 whole entry, looked up): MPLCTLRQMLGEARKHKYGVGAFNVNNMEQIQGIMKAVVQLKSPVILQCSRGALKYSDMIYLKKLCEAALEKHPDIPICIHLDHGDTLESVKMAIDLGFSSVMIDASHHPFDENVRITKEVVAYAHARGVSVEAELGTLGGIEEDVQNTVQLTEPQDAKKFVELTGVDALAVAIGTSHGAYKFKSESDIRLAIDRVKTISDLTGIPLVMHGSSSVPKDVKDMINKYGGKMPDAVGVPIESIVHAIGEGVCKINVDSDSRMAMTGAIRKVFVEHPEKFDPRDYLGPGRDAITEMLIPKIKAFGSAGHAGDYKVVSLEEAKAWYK
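40 nM FBPA preincubated 10 min at RT with compound (up to 57.5 uM final), then substrate plus GAPDH/TPI/NAD/arsenate coupling and diaphorase/resazurin added. Fluorescence read after 20 min at RT, 525/598 nm.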
Pf growth 48h – P. falciparum growth inhibition at 48 hours (one generation); P. falciparum luciferase growth in erythrocytes, 48 h; Potency, µM (doses to about 28.7 µM), for the others: top-dose activity change, negative = inhibition, most hits filed as inhibitors; 310,000 tested, 5.9% active; AID 504832; also: potency is read from the fitted curve at half-maximal effect; % is scaled to controls: 0 for no effect and ±100 for the full control effect
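Here the parasites carry a stable luciferase gene and grow inside erythrocytes in Albumax-based RPMI medium with compound for one erythrocytic cycle. Activity is scored as loss of luminescent signal.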
CHX counter – counter-screen hit for Shiga toxin inhibitors, cycloheximide. 300,000 tested, 12% active. AID 2314. cell reporter, cycloheximide protein synthesis inhibition counterscreen. max response, %; in the data active = max response mostly above about 13%, no sharp cut-off; inactive = mostly below about 14%; also: read at 38.3 µM for the half of the compounds with a filed dose; 0% is about no effect
Sm TGR inh – blocks Schistosoma mansoni thioredoxin glutathione reductase. 360,000 tested, 3% active. Potency, µM (top dose mostly 114 µM), without a hit: at the top dose activity change, negative = inhibition, most hits filed as inhibitors. AID 485364. purified TGR, DTNB reduction, TNB absorbance 405 nm; also: potency is read from the fitted curve at half-maximal effect; % is scaled to controls: 0 for no effect and ±100 for the full control effect; nearly all actives have a fitted effect of over 60% in size
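First, TGR (20 nM dispensed) and NADPH were mixed with compound. Second, a 15 min room-temperature incubation followed. Third, further NADPH and then DTNB were added to start the reaction. Finally, TNB absorbance was monitored kinetically.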
Pf growth 96h – P. falciparum growth inhibition at 96 hours | Potency, µM (top dose mostly 28.7 µM), inactives show at the highest dose activity change, negative = inhibition, most hits filed as inhibitors | P. falciparum luciferase reporter growth, 96 h | 320,000 tested, 6.9% active | AID 504834; also: potency is read from the fitted curve at half-maximal effect; % is scaled to controls: 0 for no effect and ±100 for the full control effect
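Delayed-death screen, second-generation endpoint: infected erythrocytes, 2% hematocrit, 0.05% parasitemia final; 96 hours at 37 C, 5% CO2; luciferase detection reagent; luminescence decrease equals reduced growth.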
Starred values were filed as active, the others as inactive; ? = inconclusive; / = not tested or not shown; + = active, no number; & = joins results of further samples; [ ] = another dose, or the depositor's remark. Unless noted, calls follow the shape of the dose curve; as a rule, active = well fitted curve in the direction sought with a large enough effect; inconclusive = small, poorly fitted or top-dose-only effect, or another doubt; inactive = no such curve, though single readings can be large; an effect the other way counts as inactive or inconclusive.

SMILES	Shiga inhibitor	FBPA Giardia inh	Pf growth 48h	CHX counter	Sm TGR inh	Pf growth 96h
Cc1onc(-c2ccccc2Cl)c1C(=O)Nc1ccc(OCC(=O)N2CCOCC2)cc1	1.5	2.3%	9.1%	2.5	3.1%	36.5%[activator]
OCCCc1nc2ccccc2n1CCCCOc1ccccc1	8.6	1.9%	-12.4%	-3.5	6.3%&8.2%	0.1%
C=CCNc1ncnc2c1cnn2-c1ccc(C)cc1C	66.8*	-17.2%	28.6%	24.6*	-11.1%	5.6%
NC(=O)c1ccc(NC(=O)CCCN2C(=O)NC3(CCCC3)C2=O)cc1	/	/	5.2%	/	-4.4%	?
Cc1ccc(NS(=O)(=O)c2ccc(C(=O)NCc3cccnc3)cc2)cc1	75.9*	/	74.9%[activator]	55.0*	-3.5%	?
CN(Cc1ccc(Cl)cc1)C(=O)c1cc(S(=O)(=O)N2CCOCC2)ccc1N1CCCC1	/	/	?	/	2.4%	?
CCOc1ncc(S(=O)(=O)N2CCN(CC)CC2)cc1C(=O)O	-17.5	5.0%	10.3%	-3.1	-4.4%	24.9%
O=C(N/N=C/c1ccccn1)C(O)c1ccccc1 (stereo unspecified)	-15.6	?	9.2%	-2.2	11.6%	24.6%
CC1CCCN(C(=O)COC(=O)C2CCN(S(=O)(=O)c3ccc(Cl)c(C(F)(F)F)c3)CC2)C1 (stereo unspecified)	/	/	4.6%	/	8.9%	98.4%[activator]
Cc1cccn2c(=O)c(C=C(C#N)C#N)c(N3CCN(c4cccc(Cl)c4)CC3)nc12	-3.2	6.9%	7.38µM*	-3.2	4.7%	?
Cc1ccccc1/C=C/c1nc2ccccc2c(=O)n1CCc1ccccc1	-1.9	4.8%	13.1µM*	-3.2	-2.7%	-5.0%
O=C(Oc1ccc(Oc2ccccc2)cc1)N1CCC(O)CC1	60.4*	-8.7%	29.3%	51.9*	0.7%	43.7%[activator]
O=C(c1ccc(Cn2cnnn2)cc1)N1CCCC(Nc2ccc(F)c(F)c2)C1 (stereo unspecified)	-5.1	/	?	-2.7	-0.1%	5.2%
Cn1c2ccccc2n2c(=O)c(=O)n(CC(=O)N3CCCc4ccccc43)nc12	6.6	3.2%	42.1%[activator]	15.8	9.1%[57.1 µM]	2.5%
CCCc1c(O)c2ccccc2[nH]c1=O	4.2	-10.4%	14.2%	-1.7	-0.1%	-18.8%
CCSC1=C(C#N)C2(CCCC2)C(C#N)=C(N)N1	13.1	-4.4%	9.28µM*	9.9	?	-4.2%
COc1ccccc1-c1cc(C(=O)O)c2c(=O)n(C)c(=O)n(Cc3ccccc3)c2n1	1.9	-29.9%	20.7%	-9.9	2.0%	11.9%
COc1ccc(-c2nc3c(c(=O)[nH]c(=O)n3Cc3ccccc3)n2CCO)cc1	-18.3	0.2%	-5.1%	12.3	0.1%	24.4%
O=c1c2c(nc3c(-c4cccc5ccccc45)c[nH]n13)CCC2	15.8	-13.3%	16.1%	-2.0	-9.4%	6.1%
Cc1ccc(/C=C2\C(=O)NC(=O)N2C)o1	19.6	-27.8%	27.4%	8.4	35.5µM*	-4.8%
CC(N=Cc1c(O)c2ccccc2oc1=O)C(=O)O (stereo unspecified)	-7.1	-14.2%	12.8%	0.5	0.2%	22.8%
CC(C)c1ccc(NCCC(=O)c2ccc(Br)cc2)cc1	-8.3	3.4%	0.6%	-4.3	?	9.28µM*
CC(=O)N1CCOc2cc(S(=O)(=O)NC(C)c3ccccc3)c(Cl)cc21 (stereo unspecified)	8.7	4.5%	-63.7%	3.0	?	-15.7%
CN(C(=O)CSc1nc(N)c2c3c(sc2n1)CSC(C)(C)C3)c1ccccc1	-8.5	-3.1%	?	-4.3	-9.9%	-11.9%
COc1ccc(NC(=S)Nc2cccc(Cl)c2Cl)cc1OC	2.1	-20.5%	-5.9%	-1.7	28.2µM*	0.0%
CC(Oc1ccc(Cl)cc1)C(=O)Nc1cccc(S(=O)(=O)N2CCOCC2)c1 (stereo unspecified)	/	/	?	/	0.3%	10.4µM*
CCN(C(=O)COC(=O)c1cc(-c2ccc(C)o2)nc2ccccc12)C1CCS(=O)(=O)C1 (stereo unspecified)	6.8	-19.0%	41.0%[activator]	13.3	25.1µM*	94.9%[activator]
c1ccc2c(c1)OCC(CNc1ncnc3nc[nH]c13)O2 (stereo unspecified)	-12.9	3.0%	-10.7%	-4.1	-2.7%	?
CC(OC(=O)C1CCCCC1)C(=O)Nc1cccc([N+](=O)[O-])c1 (stereo unspecified)	/	/	?	/	0.8%	-10.8%
CCC(=O)Nc1ccc2c(c1)nc(CCN1CCN(c3ccccc3)CC1)n2C	9.3	3.0%	?	1.0	-3.7%	?
Cc1ccc(COc2cccc(/C=N/NC(=O)c3nnn(-c4nonc4N)c3C)c2)cc1	38.8	5.8%	-1.9%	14.5*	-18.4%	18.4%
O=C(O)c1ccc(C(=O)c2ccc3c(c2)C(=O)N(CCO)C3=O)cc1	-5.2	8.1%	10.5%	-1.8	-3.1%	45.3%[activator]
Cc1ccccc1-c1nc(CS(=O)(=O)CC(=O)NCCCN2CCCC2=O)c(C)o1	-4.1	7.4%	27.0%	-2.6	20µM*	-0.8%
Cc1[nH][nH]c(=O)c1C(c1ccc(-c2ccc(Cl)cc2)o1)c1c(C)[nH][nH]c1=O	13.5	?	?	6.4	25.1µM*	/
CCC(=O)N1CCc2cc(S(=O)(=O)CCC(=O)NCCc3ccc(S(N)(=O)=O)cc3)ccc21	-2.6	-9.9%	-12.2%	-1.8	-34.5%	-18.8%
O=C(Cc1ccccc1[N+](=O)[O-])OCC(=O)N1CCN(c2ccccc2)CC1	/	/	2.4%	/	-4.3%	7.4%

Exported as a markdown table: part of the list above.
| Structure | Shiga inhibitor | FBPA Giardia inh | Pf growth 48h | CHX counter | Sm TGR inh | Pf growth 96h |
| --- | --- | --- | --- | --- | --- | --- |
| COc1ccc(NC(=S)Nc2cccc(Cl)c2Cl)cc1OC | 2.1 | -20.5% | -5.9% | -1.7 | 28.2µM* | 0.0% |
| Cc1ccc(COc2cccc(/C=N/NC(=O)c3nnn(-c4nonc4N)c3C)c2)cc1 | 38.8 | 5.8% | -1.9% | 14.5* | -18.4% | 18.4% |
| Cc1ccccc1-c1nc(CS(=O)(=O)CC(=O)NCCCN2CCCC2=O)c(C)o1 | -4.1 | 7.4% | 27.0% | -2.6 | 20µM* | -0.8% |
| CC(Oc1ccc(Cl)cc1)C(=O)Nc1cccc(S(=O)(=O)N2CCOCC2)c1 (stereo unspecified) | / | / | ? | / | 0.3% | 10.4µM* |

Next structures follow:
SMILES	Shiga inhibitor	FBPA Giardia inh	Pf growth 48h	CHX counter	Sm TGR inh	Pf growth 96h
CCNC(=S)N/N=C(\C)c1ccco1	15.4	17.7µM*	8.1%	4.5	?	?
COc1ccc(-n2nc(C(=O)NCC(=O)NCC3CCCO3)c3ccccc3c2=O)cc1 (stereo unspecified)	-4.6	5.1%	-11.3%	-2.9	-2.8%	-23.4%
Cc1ccc(S(=O)(=O)N2CCN(C(=O)c3cc(C4CC4)nc4c3cnn4C(C)C)CC2)cc1	/	/	13.1µM*	/	4.0%	2.62µM*
O=C1CC(c2ccccc2)CC(O)=C1C=NCCN1CCN(C(=O)Cc2ccccc2)CC1 (stereo unspecified)	-2.6	0.0%	/	-5.5	-32.8%	37.4%[activator]
Nc1ccc(S(=O)(=O)Nc2nccc(/C=C/c3ccccc3F)n2)cc1	-7.7	4.9%	-17.0%	-0.9	-0.1%	-63.3%[5.75 µM]
Cn1cccc1C(=O)C(=O)Nc1cc(Cl)cc(Cl)c1	23.4	8.0%	103.2%[activator]	7.8	-28.8%	?
O=C(CSc1nnc(CNC(=O)c2ccc(F)cc2)o1)Nc1nccs1	-5.2	9.7%	5.5%	-1.0	16.3%	38.3%[activator]
CCOC(=O)N1CCC(Nc2c(OCC)c(=O)c2=O)CC1	11.7	-1.1%	/	4.4	0.0%	-87.6%
Cc1ccc(C)c(Cn2c(O)c(N=NC(=S)Nc3ccccc3F)c3ccccc32)c1	-5.6	7.4%	?	9.2	2.3%	11.1%
CCc1nc(-c2ccc(-c3ccc(OC)cc3)nc2OC)no1	+	0.4%	76.2%[activator]	39.9*	-1.3%	-1.5%[5.75 µM]
CCCOc1cccc(C(=O)NCCNC(=O)c2ccco2)c1	46.8	8.7%	-6.7%	-4.3	-1.2%	8.8%
Cc1cc(C)n(/N=C/c2c[nH]c3ccccc23)c(=O)c1C#N	-14.2	0.1%	/	-1.5	3.3%	24.3%
O=S(=O)(c1ccccc1F)N1CCN(C(=S)NCc2ccccc2)CC1	-6.2	2.5%	3.7µM*	-1.4	4.6%	2.62µM*
COc1ccc(C(=O)N(CN2CCCC2=O)c2ccc(C)cc2)cc1	8.1	5.2%	-16.7%	18.0	8.0%	?
CC[C@H](C)Cc1cn([C@@H](CCCCNC(=O)OC(C)(C)C)C(=O)NCCCCCCCCCCC(=O)N2CCN(C(=O)OC(C)(C)C)CC2)nn1	/	/	2.08µM*	/	-2.0%	1.04µM*
CC(C)c1cccc(-c2ccc3c(c2)S(=O)(=O)c2cccc(C(=O)O)c2C3=O)c1	/	/	31.4%[activator]	/	0.0%	-18.0%
CN(C)CCNc1ccc(Cl)cc1[N+](=O)[O-]	-7.8	-7.2%	20.3%	-1.3	7.8%	41.5%[activator]
Cc1ccccc1-c1nn(-c2ccc(F)cc2F)cc1CNCC(C)O (stereo unspecified)	-7.6	5.0%	?	-3.4	?	-60.4%
O=C1C(Cc2c[nH]c3ccccc23)NC(=S)N1C1CCCCC1 (stereo unspecified)	17.9	-5.7%	-26.7%	10.1	-1.0%	0.0%
COc1ccc2cc(C(=O)C3CCCN(C4CCOCC4)C3)ccc2c1 (stereo unspecified)	-11.5	-0.2%	32.2%[activator]	-3.3	-0.1%	?
C=CCNc1c2c(nc3nnnn13)CCCC2	-19.7	3.1%	11.3%	7.2	-2.9%	104.2%[activator]
O=C(Nc1cccc(S(=O)(=O)N2CCCC2)c1)c1cccc(S(=O)(=O)N2CCOCC2)c1	/	/	11.7µM*	/	-2.7%	?
C/C(Cl)=C/CN1C(=O)C2C3C=CC(C3)C2C1=O (stereo unspecified)	-8.4	1.4%	-6.0%	-3.0	11.9%	?
O=C(NCc1ccccn1)C(=O)NN=C1CCCCCCC1	83.7	0.1%	49.3%[activator]	26.2	4.0%	?
CC1CCCN(C(=O)c2ccc(-c3ccccc3Cl)o2)C1 (stereo unspecified)	/	/	127.1%[activator]	/	-18.1%	112.0%[activator]
Cc1ccc(S(=O)(=O)NCc2ccccc2)cc1C(=O)NCc1ccccn1	-31.7	/	2.3%	-2.8	0.6%	18.3%
O=C(c1ccc(CSc2ccccc2)cc1)N1CCCCCC1	17.6*	-3.6%	131.7%[activator]	66.2*	-10.6%	?
Cc1cccc(C)c1OCC(=O)Nc1ccccc1C(F)(F)F	3.8	0.3%	-24.7%[1.15 µM]	-2.3	10.4%	-31.9%[1.15 µM]
Cc1nn(C(=O)CCCn2cc([N+](=O)[O-])cn2)c(C)c1Cl	-6.5	-6.2%	-12.2%	13.6	1.9%	0.0%
Cn1cc(/C=C(\NC(=O)c2ccccc2Cl)C(=O)NCCN2CCOCC2)c2ccccc21	-7.1	/	?	2.4	-21.4%	?
O=C(CCn1nnc2ccccc21)Nc1nnc(COc2ccc(F)cc2)s1	27.1	-10.6%	-3.5%	-0.6	5.4%	9.28µM*
CN(C)CCNC(=O)CN1C(=O)CSc2ccc(S(=O)(=O)N3CCCCC3)cc21	-9.2	0.5%	0.0%	7.4	-33.8%	?
CC1CN(C(=O)C(C)N2C(=O)c3ccccc3C2=O)CC(C)O1 (stereo unspecified)	-4.8	-6.5%	10.5%	-3.3	0.0%	-3.1%
O=C(NCCCN1CCCC1=O)c1cccnc1	-2.5	10.1%	16.6%	-1.1	9.4%	/
